# Screening data: PubChem, several laboratories
# Pemphigus Ab inh – inhibitors of pemphigus antibody binding to human desmoglein-3 | P32926 | 310,000 tested, 0.48% active | DSG3-coupled beads, scFv-anti-DSG3-GFP binding, flow cytometry; active compounds read low | binding (percent of control), % at 10 µM | AID 588358;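 active means binding more than 3 SD below its plate's average and above zero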;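 further: hits lower antibody fragment binding to DSG3; some compounds called inactive have numbers as strong as hits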
# Cardiac RTF inh – cardiac RTF calcium desensitization | P19429+P45379 | IANBD-labeled cardiac RTF, Ca2+ fluorescence | inhibition, % at 7.15 µM | 340,000 tested, 0.12% active | AID 493244;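 active means inhibition above the mean inhibition of all tested compounds plus 3 SD, cut at about 17% in these data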;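 further: assay run at fixed EC70 calcium of 1.6 mM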
# CAL PDZ FP-1 – human CAL PDZ-peptide interaction inhibition. 330,000 tested, 0.02% active. purified CAL PDZ, TMR-peptide fluorescence polarization, 1 h. inhibition, % at 20 µM. Q9HD26. AID 504414;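 active means highest replicate inhibition of at least 40%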;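 further: plate controls were DMSO neutral control wells for no effect and unlabeled competitor peptide control wells for full effect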
#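 Material – purified CerCALP PDZ construct · Detection – FP readout, S and P plane fluorescence · Measure – percent inhibition from loss of millipolarization · Controls – unlabelled peptide for full inhibition, DMSO wells as neutral · Probe or stimulus – TMR-labelled reporter peptide T*-PRC34 bound in PDZ groove · Times – 1 h at RT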
# NSD2 inh – inhibitors of human histone methyltransferase NSD2 | O96028 | NSD2 peptide methylation, AlphaScreen, 120 min | inhibition, % at 12.5 µM | 310,000 tested, 0.54% active; in the data active means inhibition above about 50%
# Arr AP2 block – human beta-arrestin and AP2 interaction inhibition. FITC-arrestin peptide / GST-AP2 beads, flow cytometry; AP2 beta2 appendage carries R879A mutation. inhibition, % at 10 µM. 340,000 tested, 0.31% active;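 active means inhibition above a set limit, near 3 SD of compounds lacking own fluorescence, cut at about 54% in these data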;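 further: plate controls were DMSO wells for no effect and 5 µM unlabelled arrestin peptide for full effect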
#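 System: GST-AP2 R879A glutathione beads. Medium: PBS with 0.05% Tween 20 and 0.1% BSA. Also added: FITC-arrestin peptide, 50 nM. Incubation: 12 min plus 1 h, RT. Measured by: high-throughput flow cytometry of beads, ex 488, em 535 nm. Evaluation: percent drop in bead-associated FITC signal.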
# V-ATPase pH – yeast V-ATPase proton transport regulation by pHLuorin; response, % at 10 µM; 350,000 tested, 0.37% active; S. cerevisiae, pHLuorin cytosolic pH fluorescence; in the data active means response mostly above about 7.3%, no sharp cut-off; inactive means mostly below about 5.4%; further: actives read high; inactives centre near 0; some compounds called inactive have numbers as strong as hits
# DAGLB inh – diacylglycerol lipase beta (human) inhibition; Q8NCG7; HEK293T DAGLB membrane lysate, EnzChek fluorogenic substrate; inhibition, % at 5.17 µM; 340,000 tested, 0.059% active; in the data active means inhibition above about 34%;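 further: 0% = enzyme with vehicle and 100% = wells lacking enzyme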
# CAL PDZ FP-2 – blocks peptide binding to the human CAL PDZ domain; purified CAL PDZ, TMR-peptide fluorescence polarization, 1 h; AID 602252; inhibition, % at 24.9 µM; 300,000 tested, 0.92% active;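 active means mean inhibition of at least 30% with at least half of replicates also reaching 30%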;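 further: 0% = DMSO neutral control and 100% = excess unlabeled competitor peptide PRC23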
# Keap1 Nrf2 FP – inhibitors of human Keap1-Nrf2 protein-protein interaction; Q14145; Keap1 Kelch-Nrf2 peptide fluorescence polarization, 1536-well; inhibition, % at 9.4 µM; 340,000 tested, 0.15% active; in the data active means inhibition above about 12%;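 further: human Keap1 Kelch domain with fluorescein labeled Nrf2 9mer peptide probe; 0% = neutral control wells and 100% = peptide positive control; higher means more block of Keap1 binding to Nrf2 peptide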
# LANA DNA inh – KSHV C-LANA DNA binding inhibition. MBP-C-LANA/FAM-LBS DNA binding, fluorescence polarization. inhibition, % at 9 µM. AID 504423. 340,000 tested, 0.078% active;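 active means highest replicate inhibition at or above 60% at 9 µM, even if other replicates fall short; inactive means all replicates below 60% inhibition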;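 further: 0% = neutral control wells and 100% = 4 µM acridine orange control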
# Starred values were filed as active, the others as inactive; x = not tested or not shown. This is a subset, so the mix of outcomes need not match the whole.
# Preview, seven compounds:
canonical_smiles	Pemphigus Ab inh	Cardiac RTF inh	CAL PDZ FP-1	NSD2 inh	Arr AP2 block	V-ATPase pH	DAGLB inh	CAL PDZ FP-2	Keap1 Nrf2 FP	LANA DNA inh
CC(=O)c1ccc(N(C(=O)c2csnn2)C(C(=O)NC(C)(C)C)c2cccs2)cc1 (stereo not given)	99	-4	-0.8	-1	-13	-1	0	x	-2	0.6
CCn1c(C)nc2cc(S(=O)(=O)C(F)(F)F)ccc21	98	7	0.2	-1	-6	-1	-3	9	-2	0.9
Cc1ccccc1C(=O)N1CCN(CCNC(=O)C(=O)Nc2ccc(Br)cc2)CC1	100	-1	-2.4	0	-8	-1	-2	-4	-2	1.5
O=C1/C(=C\c2ccc(-c3ccccc3[N+](=O)[O-])o2)C(c2ccccc2)=NN1c1ccccc1	x	-7	x	-3	0	2	5	-3	-3	1.0
COc1cc([N+](=O)[O-])ccc1NC(=S)NNC(=O)c1ccc2c(c1)OCO2	101	1	-1.0	13	3	-1	19	-5	-2	0.7
CC(=O)c1ccc(Nc2nc(=O)c3cccnc3s2)cc1	100	0	-2.4	x	3	-4	-2	0	-2	-0.3
O=C(O)C(O)c1ccco1 (stereo not given)	78	6	-2.8	x	7	-2	-1	-1	-6	16

# The listing, from the start:
canonical_smiles	Pemphigus Ab inh	Cardiac RTF inh	CAL PDZ FP-1	NSD2 inh	Arr AP2 block	V-ATPase pH	DAGLB inh	CAL PDZ FP-2	Keap1 Nrf2 FP	LANA DNA inh
CC(=O)c1ccc(N(C(=O)c2csnn2)C(C(=O)NC(C)(C)C)c2cccs2)cc1 (stereo not given)	99	-4	-0.8	-1	-13	-1	0	x	-2	0.6
CCn1c(C)nc2cc(S(=O)(=O)C(F)(F)F)ccc21	98	7	0.2	-1	-6	-1	-3	9	-2	0.9
Cc1ccccc1C(=O)N1CCN(CCNC(=O)C(=O)Nc2ccc(Br)cc2)CC1	100	-1	-2.4	0	-8	-1	-2	-4	-2	1.5
O=C1/C(=C\c2ccc(-c3ccccc3[N+](=O)[O-])o2)C(c2ccccc2)=NN1c1ccccc1	x	-7	x	-3	0	2	5	-3	-3	1.0
COc1cc([N+](=O)[O-])ccc1NC(=S)NNC(=O)c1ccc2c(c1)OCO2	101	1	-1.0	13	3	-1	19	-5	-2	0.7
CC(=O)c1ccc(Nc2nc(=O)c3cccnc3s2)cc1	100	0	-2.4	x	3	-4	-2	0	-2	-0.3
O=C(O)C(O)c1ccco1 (stereo not given)	78	6	-2.8	x	7	-2	-1	-1	-6	16
C/C=C(\C)C(=O)N1CC2(CC(c3cccc(NC(=O)CCCCC)c3)=NO2)C[C@@H]1C(N)=O (stereo not given in full)	98	3	0.8	x	1	0	0	-1	3	-2.0
CN(O)C(=S)c1ccccc1	86	-4	-0.3	-3	-19	2	-1	-4	1	-1.1
NS(=O)(=O)c1ccc(NC(=O)/C=C/c2cccs2)cc1	103	3	-0.6	-1	32	3	-2	-2	0	-0.2
Nc1ccc2oc(=O)c(-c3ccccc3)cc2c1	96	1	-0.3	-3	-2	0	1	-5	-4	1.0
CCc1ccc(C(=O)OCC(=O)NCC(F)(F)F)cc1	95	-6	-2.2	3	16	-1	0	-2	0	3.8
CCOC(=O)c1cc2sc(C)cc2n1CC(=O)Nc1ccc2c(c1)OCCO2	86	-12	-1.6	0	8	-4	-11	-3	-3	0.5
O=C1C2C3C=CC(C3)C2C(=O)N1c1ccc(S(=O)(=O)Nc2nccs2)cc1 (stereo not given)	89	-17	-0.3	-2	-15	1	-1	0	-2	0.8
CN(C)c1ccc(C(=O)OCC(=O)c2ccc[nH]2)cc1	137	-3	-0.8	2	4	-1	1	-3	-2	-3.1
COc1cccc(C(=O)COC(=O)c2ccc(NC(C)=O)cc2)c1	x	-3	-0.6	-4	-9	1	2	53*	-1	-0.3
COc1cccc2sc(/N=C/N(C)C)nc12	114	-3	-0.7	x	11	0	0	x	-2	-1.8
COc1cc(CNc2ccc(N3CCN(C(C)=O)CC3)cc2)ccc1OCc1ccccc1	85	-6	0.2	11	42	-2	9	-8	-2	0.4
CCN(CC)C(=O)CSc1nc(-c2ccco2)cc(C(F)(F)F)c1C#N	x	1	-0.5	-2	13	-3	1	-3	-3	-2.0
C=CCn1c(COc2ccccc2C)nnc1SCC(=O)O	118	3	0.9	0	0	3	-1	x	4	2.3
COc1cc(OC)cc(C(=O)N2CCC(C(=O)c3ccc(F)cc3)CC2)c1	109	0	-0.2	24	-4	0	-2	1	6	0.2
Cn1c2c(c3ccccc31)CCSC2=O	108	2	-0.5	3	-3	3	-3	x	-7	-1.0
CNC(=O)c1ccccc1Sc1ccccc1CO	106	1	-0.6	-2	24	-2	-4	x	1	0.2
CC(NC(=O)CNC(=O)[C@@H]1Cc2ccccc2CN1)c1ccccc1 (stereo not given in full)	x	-1	0.2	0	15	-3	0	-4	4	0.2
CC(NC(=S)Nc1ccccc1)C(c1cccs1)N1CCOCC1 (stereo not given)	104	-3	6.1	x	-9	-1	0	-5	2	0.9
CCOC(=O)c1sc(NC(=O)c2cc3n(n2)C(C(F)(F)F)CC(c2ccccc2)N3)c(C(=O)OCC)c1C (stereo not given)	80	2	-1.5	-2	18	1	-1	-2	3	0.1
O=C(CN1CCN(c2ccccc2)CC1)Nc1ccc(Oc2ccccc2)cc1	103	11	-0.1	2	-4	4	-11	-6	2	-1.4
Cc1ccc(SCCNC(=O)/C=C/c2ccc([N+](=O)[O-])cc2)cc1	102	-14	-0.6	0	2	2	-6	-2	-5	-1.6
CC(=O)c1c(C)[nH]c(C(=O)OCC(=O)NCCCc2ccccc2)c1C	104	-4	-0.9	-3	31	1	-1	x	3	2.0
COc1ccc(Cl)cc1NC(=O)CN(C)C1CCS(=O)(=O)C1 (stereo not given)	101	7	-1.1	-4	35	-3	-1	x	-1	0.0

# The results go on.
SMILES | Pemphigus Ab inh | Cardiac RTF inh | CAL PDZ FP-1 | NSD2 inh | Arr AP2 block | V-ATPase pH | DAGLB inh | CAL PDZ FP-2 | Keap1 Nrf2 FP | LANA DNA inh
CCCN1CCN(C(=O)Nc2cccc(C(F)(F)F)c2)CC1 | 89 | 5 | -4.0 | 2 | -1 | -2 | 0 | -1 | -2 | 0.5
CS/C(N)=N/N=C/c1cc(Br)cc(Br)c1O | 102 | -7 | 0.5 | -4 | 19 | -2 | 1 | -3 | 1 | 2.7
Cc1ccc(NC(=O)C(=O)NCc2ccco2)c(C)c1 | 116 | -5 | -1.0 | 1 | 14 | -2 | -1 | -4 | 1 | -0.8
O=C(CC(=O)N/N=C\c1ccccc1[N+](=O)[O-])NCCc1ccccc1 | 98 | -6 | -0.9 | 0 | -7 | -2 | -4 | -8 | -3 | 0.1
COc1ccc(CCCc2n[nH]c(=S)o2)c(C)c1 | 85 | -1 | -2.3 | -3 | -11 | 9 | 2 | -3 | -5 | 2.4
CCCCCn1c(=O)c(C(=O)OCC)c(O)c2ccccc21 | x | -1 | 0.1 | 2 | -5 | 2 | 1 | -2 | -1 | 0.3
CCN(CC)c1ccc2nc3ccc(N)cc3[n+](-c3ccccc3)c2c1 | 101 | -3 | 14 | 72* | 5 | -6 | 16 | x | 4 | 37
CCOC(=O)c1nnc(-c2ccc(C)cc2)nc1Sc1cccc(Cl)c1 | 103 | -5 | -1.1 | 0 | -8 | -2 | -2 | -1 | -4 | -1.9
Cc1cc(C(=O)N/N=C/c2c(C)n(C)c3ccccc23)n[nH]1 | 84 | -1 | -3.0 | 4 | 14 | -3 | -1 | 1 | 4 | -0.8
CCCC(c1nnnn1C(C)(C)CC)N1CCN(C2CCCC2)CC1 (stereo not given) | 101 | 0 | 0.2 | 2 | 15 | 0 | 1 | -4 | -1 | -1.3
COc1ccc(S(=O)(=O)N2CCC(C(=O)N(CC(C)C)C3CCS(=O)(=O)C3)CC2)cc1OC (stereo not given) | 102 | -4 | -2.0 | -1 | -21 | -2 | -2 | -3 | -3 | 2.7
C=CCn1c(=O)c2ccccc2n2c(SCc3nnc(-c4ccccc4Br)o3)nnc12 | 100 | -42 | -1.0 | -1 | -1 | 2 | -1 | -5 | 2 | -0.8
CC(=O)Nc1ccc(Nc2ccc3c4c(cc(=O)n3C)-c3ccccc3C(=O)c24)cc1 | x | 0 | 2.5 | -2 | -14 | -4 | 11 | -1 | 2 | 0.8
C/C(=N\NC(=S)NC(C)C)c1ccc(-n2ccnc2)cc1 | 103 | 0 | -0.8 | 2 | -6 | 1 | 3 | 0 | -7 | 3.0
COc1ccc(CNC(=S)Nc2cc(OC)ccc2OC)cc1 | 99 | -7 | -1.5 | 3 | 12 | 3 | -1 | -3 | -5 | -0.3
CC1CCCN(C2(O)C(=O)Nc3ccc(Br)cc32)C1 (stereo not given) | 91 | -6 | -1.0 | 1 | 11 | 0 | -1 | 6 | -4 | -0.9
CCCc1sc(N)nc1-c1ccc(Cl)cc1 | x | -19 | 0.5 | 3 | 0 | 1 | 2 | -5 | 3 | -1.4
COc1ccc(C(=O)Nc2cccc(/C(C)=N\NC(=O)c3ccoc3C)c2)cc1OC | 106 | 7 | -1.5 | 2 | -7 | 0 | 1 | 2 | 2 | 0.2
CC1(OC(=O)C2CCCC2)C(=O)C=C2C=C(c3ccsc3)N(CCc3ccccn3)C=C2C1=O (stereo not given) | 97 | -2 | 0.5 | x | 12 | 0 | 1 | -2 | -4 | 3.3
COc1cc(S(=O)(=O)N2CCCCC2)ccc1NC(=O)c1ccc(F)cc1 | 96 | 4 | 10 | -2 | 8 | -3 | -2 | 7 | -2 | -0.5
COc1ccc(/C=C(/CC(=O)Nc2ccc(C)cc2)c2nc3ccccc3s2)cc1 | 103 | -3 | -0.2 | -5 | -8 | 0 | -10 | -2 | -3 | 0.5
CCc1cccc(C)c1NC(=O)COC(=O)C1CCN(S(=O)(=O)c2ccccc2)CC1 | x | -6 | -2.9 | 21 | 5 | -4 | 0 | -1 | 1 | -1.1
CC1CCCCN1C(=O)c1c([N+](=O)[O-])cnn1C (stereo not given) | 110 | -1 | -0.1 | -2 | 0 | 3 | -1 | 1 | -1 | -1.5
O=C(CNC(=O)N1CC(=O)Nc2ccccc21)Nc1cccc(F)c1 | x | -9 | -1.7 | -2 | -20 | 2 | 1 | -3 | -4 | 0.7
COc1ccc(C2CC(c3cccs3)=NN2C(=S)Nc2ccccc2)cc1OC (stereo not given) | 92 | 2 | 0.0 | -1 | 41 | 12 | -6 | 0 | -3 | 1.0
